Assay outcomes from PubChem BioAssay.
LYPLA1 inh: LYPLA1 inhibitors, primary screen, counter-screen for PME1 inhibitor project, biochemical, fluorescence polarization, FP-Rh probe ABPP. Acyl-protein thioesterase 1 (Homo sapiens), O75608. recombinant LYPLA1. inhibition, % at 5.9 µM. hit rate 0.16% among 320,000;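 active = inhibition above the mean of all tested compounds plus 3 SD, set per campaign, cut at about 14% in these data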;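 also: inhibitors block serine hydrolase probe labeling of LYPLA1 so polarization falls; 0% = enzyme with DMSO and 100% = wells lacking LYPLA1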
pPAFAH FP inh: pPAFAH enzyme inhibitors, primary screen, biochemical, fluorescence polarization, human; Platelet-activating factor acetylhydrolase (Homo sapiens), Q13093; recombinant pPAFAH, FP-rhodamine probe fluorescence polarization; inhibition, % at 3.39 µM; hit rate 1.5% among 330,000;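 active = inhibition above the mean inhibition across the screen plus 3 SD, cut at about 25% in these data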;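 also: inhibitors block binding of the rhodamine activity-based probe so polarization drops; 0% = enzyme with DMSO and 100% = wells lacking pPAFAH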
Fam108B inh: mouse Fam108B serine hydrolase inhibitors, primary screen, counter-screen for RBBP9 inhibitor project, biochemical, fluorescence polarization. recombinant Fam108B, FP-Rh probe fluorescence polarization. inhibition, % at 9.51 µM. hit rate 0.33% among 300,000. AID 1947, 2009;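 active = inhibition above the screen mean inhibition plus 3 SD, computed separately per campaign, cut at about 18% in these data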;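 also: inhibitors lower polarization as less probe binds the enzyme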
PAD4 FP inh: human PAD4 inhibitors, primary screen, biochemical, fluorescence polarization, 1536-well format; Protein-arginine deiminase type-4 (Homo sapiens), Q9UM07; recombinant PAD4, RCA probe fluorescence polarization; inhibition, % at 6.36 µM; hit rate 0.41% among 330,000;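 active = percent inhibition above a cutoff equal to the mean of all tested compounds plus 3 SD, cut at about 15% in these data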;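 also: 0% = PAD4 with RCA probe and DMSO and 100% = probe without PAD4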
Target sequence (Q9UM07 whole entry, looked up): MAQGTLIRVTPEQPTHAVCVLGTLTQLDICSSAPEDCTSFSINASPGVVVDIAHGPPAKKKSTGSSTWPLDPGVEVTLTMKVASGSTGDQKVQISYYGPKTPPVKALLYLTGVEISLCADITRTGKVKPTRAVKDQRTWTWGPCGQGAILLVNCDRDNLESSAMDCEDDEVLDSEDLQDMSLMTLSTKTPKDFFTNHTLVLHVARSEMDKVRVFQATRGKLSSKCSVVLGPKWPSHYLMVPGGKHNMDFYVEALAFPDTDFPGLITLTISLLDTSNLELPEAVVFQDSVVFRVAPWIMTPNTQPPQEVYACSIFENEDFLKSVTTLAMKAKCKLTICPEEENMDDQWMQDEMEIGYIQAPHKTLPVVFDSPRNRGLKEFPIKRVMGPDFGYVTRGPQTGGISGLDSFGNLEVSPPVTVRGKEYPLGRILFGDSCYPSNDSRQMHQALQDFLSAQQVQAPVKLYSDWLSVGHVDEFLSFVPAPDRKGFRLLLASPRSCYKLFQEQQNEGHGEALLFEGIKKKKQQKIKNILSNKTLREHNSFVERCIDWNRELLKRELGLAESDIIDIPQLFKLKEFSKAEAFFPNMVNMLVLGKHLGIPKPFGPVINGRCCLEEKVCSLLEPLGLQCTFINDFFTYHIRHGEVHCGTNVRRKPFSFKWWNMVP
PAFAH1B3 inh: PAFAH1B3 enzyme inhibitors, primary screen, biochemical, fluorescence polarization, human; Platelet-activating factor acetylhydrolase IB subunit alpha1 (Homo sapiens), Q15102; recombinant PAFAH1B3, FP-rhodamine probe; inhibition, % at 3.39 µM; hit rate 0.28% among 340,000; AID 492972, 2010;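 active = inhibition above the screen-wide average of all tested compounds plus 3 SD, cut at about 25% in these data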;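 also: 0% = enzyme with DMSO only and 100% = wells lacking PAFAH1B3 protein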
PAFAH2 FP inh: PAFAH2 enzyme inhibitors, primary screen, biochemical, fluorescence polarization, human | Platelet-activating factor acetylhydrolase 2, cytoplasmic (Homo sapiens), Q99487 | recombinant PAFAH2, FP-rhodamine activity probe | inhibition, % at 3.39 µM | hit rate 0.99% among 340,000 | AID 492956, 2010;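 active = inhibition above the mean over all tested compounds plus 3 SD, cut at about 30% in these data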;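 also: inhibitors block probe labeling of enzyme so polarization drops; 0% = enzyme with DMSO and 100% = wells lacking PAFAH2 protein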
GSTO1 counter: inhibitors of recombinant GSTO1, primary screen, counter-screen for RBBP9 inhibitor project, biochemical, fluorescence polarization; inhibition, % at 5.96 µM; hit rate 1.1% among 300,000; activity-based probe fluorescence polarization; AID 1974, 2009; Glutathione S-transferase omega-1 (Homo sapiens), P78417;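 active = inhibition above the campaign mean inhibition plus 3 SD, cut at about 35% in these data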;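 also: 0% = GSTO1-1 with DMSO and 100% = wells lacking GSTO1-1 enzyme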
PAFAH1B2 FP inh: PAFAH1B2 enzyme inhibitors, primary screen, biochemical, fluorescence polarization, human; Platelet-activating factor acetylhydrolase IB subunit alpha2 (Homo sapiens), P68402; recombinant PAFAH1B2, FP-rhodamine activity probe; inhibition, % at 3.39 µM; hit rate 1.2% among 340,000; AID 492953, 2010;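 active = inhibition above the mean of all tested compounds plus 3 SD, cut at about 24% in these data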;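 also: 0% = enzyme with DMSO and 100% = wells lacking PAFAH1B2; many of its hits are not listed in these tables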
PME-1 inh: PME-1 inhibitors via competitive probe labeling, primary screen, biochemical, fluorescence polarization, FP-Rh probe, HTS | AID 2130, 2009 | hit rate 0.53% among 320,000 | inhibition, % at 5.9 µM | Protein phosphatase methylesterase 1 (Homo sapiens), Q9Y570 | recombinant PME-1;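 active = inhibition above the campaign mean of all compounds plus 3 SD, cut at about 26% in these data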;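 also: competitive labeling of PME-1 active site by serine hydrolase directed probe; 0% = PME-1 with DMSO and 100% = wells lacking PME-1 enzyme; inhibitors block probe labeling so polarization falls and inhibition rises; many of its hits are not listed in these tables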
Target sequence (Q9Y570 whole entry, looked up): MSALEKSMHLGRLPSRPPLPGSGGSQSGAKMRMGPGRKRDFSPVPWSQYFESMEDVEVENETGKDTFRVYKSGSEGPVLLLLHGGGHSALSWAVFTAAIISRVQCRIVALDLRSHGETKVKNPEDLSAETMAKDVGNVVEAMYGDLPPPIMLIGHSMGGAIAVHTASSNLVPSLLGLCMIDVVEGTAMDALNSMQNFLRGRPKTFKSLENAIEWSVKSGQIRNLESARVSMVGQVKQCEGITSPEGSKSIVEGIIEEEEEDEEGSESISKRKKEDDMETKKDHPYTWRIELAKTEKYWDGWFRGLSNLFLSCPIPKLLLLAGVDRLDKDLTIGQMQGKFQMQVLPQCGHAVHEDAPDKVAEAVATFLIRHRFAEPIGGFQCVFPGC
The depositor's hits bear a star; x = no result given. These rows are one share of the data. The share of hits here may be higher or lower than overall.

SMILES	LYPLA1 inh	pPAFAH FP inh	Fam108B inh	PAD4 FP inh	PAFAH1B3 inh	PAFAH2 FP inh	GSTO1 counter	PAFAH1B2 FP inh	PME-1 inh
O=C(COC(=O)C12CC3CC(CC(C3)C1)C2)Nc1ccc([N+](=O)[O-])cc1Br	-3	-3	-1	2	5	6	-2	6	0
CCOc1cc(C(=O)N(CC)CC(=O)Nc2ccc3c(c2)OCCO3)ccc1OC	-4	1	x	2	-9	-3	x	-4	-4
N#Cc1nc(-c2ccc(OCc3ccccc3)cc2)oc1N1CCOCC1	1	0	1	0	3	0	6	8	4
CCOc1cc(C2C(C#N)=C(N)OC3CCCC(=O)C32)ccc1OCCN1CCOCC1 (centres undefined)	1	2	-3	3	0	-6	4	-3	-2
COc1ccc(CC(=O)OCC(=O)Nc2ccc(N3CCOCC3)cc2)cc1	2	8	3	-3	0	0	2	0	7
Cc1cccc(NC(=O)Nc2ccc3c(c2)CCC3)c1	0	0	1	-3	10	0	4	2	3
Cc1ccccc1-n1c(SCC(=O)N(C)C2CCS(=O)(=O)C2)nc2ccccc2c1=O (centres undefined)	2	1	2	-1	0	3	4	1	0
CCOc1ccc(CCNC(=O)C(C)N2C(=O)CC(C)(C)Sc3ccccc32)cc1 (centres undefined)	-2	3	8	5	5	-7	6	3	-3

Next records follow:
SMILES	LYPLA1 inh	pPAFAH FP inh	Fam108B inh	PAD4 FP inh	PAFAH1B3 inh	PAFAH2 FP inh	GSTO1 counter	PAFAH1B2 FP inh	PME-1 inh
O=C(O)C1CCCCC1C(=O)Nc1cccc(Br)c1 (centres undefined)	-1	6	-1	0	0	5	2	0	0
CCCCN(CC)C(=O)Cn1cnc2sc(C)c(S(=O)(=O)N3CCC(C)CC3)c2c1=O	-1	4	0	6	2	-7	3	5	3
CN(C)c1nc(Oc2ccc(=O)n(-c3ccccc3)n2)nc(N2CCOCC2)n1	3	7	1	-3	5	-4	-2	7	-2
CCc1nc(SCC(=O)Nc2cc(C)on2)c2c(=O)n(C)c(=O)n(C)c2n1	3	1	-2	8	6	-1	3	3	-3
COc1ccc(C)cc1S(=O)(=O)n1cnc(C)c1	5	1	-5	8	9	0	0	6	2
COc1cc2c(cc1OC)CC(C(=O)NCc1ccccc1)NC2 (centres undefined)	-7	-4	-1	-6	9	0	-7	2	-2
COc1cc(CNCCc2ccc(S(N)(=O)=O)cc2)ccc1OCC(=O)NC1CCCCC1	2	0	0	1	4	14	2	1	-5
N/C(=N\N=C\c1ccc2c(c1)OCO2)SC1CC(=O)N(c2ccc(C(=O)O)cc2)C1=O (centres undefined)	1	-2	-2	-5	12	8	-11	0	6

Next section
SMILES	LYPLA1 inh	pPAFAH FP inh	Fam108B inh	PAD4 FP inh	PAFAH1B3 inh	PAFAH2 FP inh	GSTO1 counter	PAFAH1B2 FP inh	PME-1 inh
COC(=O)Cc1sc(-c2ccccn2)nc1-c1ccccc1	-4	7	-1	4	10	-1	5	6	-4
COC(=O)c1ccc(N(CC(=O)NC2CCCC2)C(=O)CNC(=O)c2ccco2)cc1	1	3	1	2	5	-1	0	-5	-1
COc1ccc(OC)c(NC(=O)CCS(=O)(=O)c2cc3c(cc2C)NC(=O)CO3)c1	4	4	0	2	8	-3	-12	0	3
O=C(CCCN1C(=O)/C(=C\c2cccs2)SC1=S)Nc1cc([N+](=O)[O-])ccc1O	-1	9	2	1	-18	-4	13	-8	5
CCN1C(=O)C2(C(C(=O)c3cc4ccccc4o3)=C(O)C(=O)N2CCCN2CCOCC2)c2ccccc21 (centres undefined)	3	2	1	2	9	3	1	0	2
CCOC(=O)C1=C(c2ccccc2)Nc2ncnn2C1c1ccc(C(=O)O)cc1 (centres undefined)	-2	4	1	-5	-2	7	-3	17	-3
Cc1ccsc1/C=N/NC(=O)CN1CCN(Cc2ccccc2)CC1	3	-1	3	-3	5	-8	21	2	-7
COc1ccc(NC(=O)c2nnn(Cc3cccc(F)c3)c2N)c(OC)c1	-1	7	1	3	5	1	4	2	0

Remaining list, next part:
SMILES	LYPLA1 inh	pPAFAH FP inh	Fam108B inh	PAD4 FP inh	PAFAH1B3 inh	PAFAH2 FP inh	GSTO1 counter	PAFAH1B2 FP inh	PME-1 inh
CC(C)CN1CCN(Cc2cccc3nccnc23)CC1CCO (centres undefined)	2	7	1	0	5	-2	7	5	3
CC(C)OCCCNC(=O)c1ccc(NC(=O)C2CCCO2)cc1 (centres undefined)	-5	1	-5	-4	7	-1	-3	2	-2
CN(c1ccccc1)S(=O)(=O)c1cccc(NC(=O)CCN2C(=O)C3CCCCC3C2=O)c1 (centres undefined)	2	8	5	3	5	3	5	8	2
Cc1ccc(-c2csc(/C(C#N)=C(\O)CN3CCN(C(=O)c4ccco4)CC3)n2)cc1	-4	24	9	-5	6	16	26	-3	2
Cc1cc(C)c(C#N)c(Oc2ccc(F)cc2)n1	-2	1	1	1	1	1	0	-2	-1
COc1ccc(CSc2nc3ccccc3c(=O)[nH]2)cc1F	-4	13	-2	-3	3	-3	-6	1	-7
COc1cccc(C(O)c2nc3ccccc3n2C(C)C)c1OC (centres undefined)	-2	-7	0	-1	5	1	11	-2	-6
Cc1ccc(CONC(=O)c2cccc(C)c2)cc1	0	-1	x	-1	-2	5	x	1	0

(next part)
SMILES	LYPLA1 inh	pPAFAH FP inh	Fam108B inh	PAD4 FP inh	PAFAH1B3 inh	PAFAH2 FP inh	GSTO1 counter	PAFAH1B2 FP inh	PME-1 inh
COc1cccc(/C=N/NC(=O)c2cc(-c3cccn3C)n[nH]2)c1	-19	7	4	-3	9	-7	-13	0	-1
Cc1cc(NCC(c2ccccc2)c2ccccc2)n2ncnc2n1	1	4	-1	0	9	3	-6	7	-2
COc1ccc(OCC(=O)NNC(=O)c2cccc(O)c2)cc1	-2	0	-2	-8	-3	-17	-2	0	-3
Nc1nc(SCc2nc3scc(-c4cccs4)c3c(=O)[nH]2)n[nH]1	-6	1	1	0	3	1	2	2	7
Cn1c(=O)c2ccccc2n(CC(=O)NCCC2=CCCCC2)c1=O	-7	1	1	-1	3	4	-3	7	0
C1CCCCCC2(CCCCC1)OCC(CN1CCOCC1)O2 (centres undefined)	-1	4	-4	-2	6	9	3	26*	0
O=C(NCC(c1ccco1)N1CCc2ccccc2C1)c1ccccc1Br (centres undefined)	-4	-4	-5	1	8	-1	3	-1	3
Cc1ccc(S(=O)(=O)NCc2ccncc2)c(C)c1C	0	1	-1	-2	2	6	5	1	-2

More compounds follow:
SMILES	LYPLA1 inh	pPAFAH FP inh	Fam108B inh	PAD4 FP inh	PAFAH1B3 inh	PAFAH2 FP inh	GSTO1 counter	PAFAH1B2 FP inh	PME-1 inh
Cc1ccccc1NC(=O)Cc1nc(COC(=O)Cc2c(F)cccc2Cl)cs1	0	5	x	5	5	3	x	0	7
Cc1ccc(N2C(=O)N(CC(=O)Nc3cc(C)cc(C)c3)C(=O)C2C)cc1 (centres undefined)	5	1	-2	2	6	-2	2	9	2
C[C@@]12CC(=O)NC1N(C(=O)c1cccc(C(F)(F)F)c1)C(c1ccccc1OC(=O)c1cccc(C(F)(F)F)c1)C2 (some centres undefined)	0	9	5	6	12	6	13	2	5
CCOC(=O)C1=C(COC(=O)/C=C/c2cccc(F)c2)NC(=O)NC1C (centres undefined)	x	3	x	-4	-2	-4	x	1	x
Cc1onc(-c2c(F)cccc2Cl)c1C(=O)NC(=S)NC1CCS(=O)(=O)C1 (centres undefined)	0	1	4	0	1	-7	0	-1	1
Cc1cc([N+](=O)[O-])nn1CC(=O)NNC(=S)Nc1ccc(Cl)cc1	-1	9	-1	-7	6	6	9	7	5
CCC1COCCS(=O)(=O)N1Cc1ccccc1F (centres undefined)	-2	-3	-1	2	2	-6	-3	-1	-4
CC1CCN(S(=O)(=O)c2ccc(C(=O)OC(C)C(=O)N(C)C3CCCCC3)cc2)CC1 (centres undefined)	2	-10	-3	-2	2	6	-1	18	-7

Among those listed so far, 8 contain fluorine:
SMILES	LYPLA1 inh	pPAFAH FP inh	Fam108B inh	PAD4 FP inh	PAFAH1B3 inh	PAFAH2 FP inh	GSTO1 counter	PAFAH1B2 FP inh	PME-1 inh
COc1ccc(NC(=O)c2nnn(Cc3cccc(F)c3)c2N)c(OC)c1	-1	7	1	3	5	1	4	2	0
Cc1cc(C)c(C#N)c(Oc2ccc(F)cc2)n1	-2	1	1	1	1	1	0	-2	-1
COc1ccc(CSc2nc3ccccc3c(=O)[nH]2)cc1F	-4	13	-2	-3	3	-3	-6	1	-7
Cc1ccccc1NC(=O)Cc1nc(COC(=O)Cc2c(F)cccc2Cl)cs1	0	5	x	5	5	3	x	0	7
C[C@@]12CC(=O)NC1N(C(=O)c1cccc(C(F)(F)F)c1)C(c1ccccc1OC(=O)c1cccc(C(F)(F)F)c1)C2 (some centres undefined)	0	9	5	6	12	6	13	2	5
CCOC(=O)C1=C(COC(=O)/C=C/c2cccc(F)c2)NC(=O)NC1C (centres undefined)	x	3	x	-4	-2	-4	x	1	x
Cc1onc(-c2c(F)cccc2Cl)c1C(=O)NC(=S)NC1CCS(=O)(=O)C1 (centres undefined)	0	1	4	0	1	-7	0	-1	1
CCC1COCCS(=O)(=O)N1Cc1ccccc1F (centres undefined)	-2	-3	-1	2	2	-6	-3	-1	-4

The listing continues.
SMILES	LYPLA1 inh	pPAFAH FP inh	Fam108B inh	PAD4 FP inh	PAFAH1B3 inh	PAFAH2 FP inh	GSTO1 counter	PAFAH1B2 FP inh	PME-1 inh
CC(C)OC(=O)Cn1cc(C#N)c2ccccc21	0	-3	-3	3	2	1	1	3	1
O=C(NCCOc1ccccc1)c1ccc2c(c1)S(=O)(=O)c1cc(Cl)ccc1C2=O	x	11	x	-3	8	-9	x	5	x
COc1cccc(NC(=O)C2CCC(CNC(=O)[C@@H]3Cc4ccccc4CN3)CC2)c1 (some centres undefined)	1	-2	-1	1	-6	1	-3	6	2
O=C(c1ccccc1F)N1CCN(c2ccc([N+](=O)[O-])c3ncccc23)CC1	-2	0	-5	-4	-6	-9	4	-1	10
Cc1nnc(SCC(=O)Nc2cc(S(=O)(=O)N3CCCC3)ccc2Cl)s1	-1	2	1	2	-2	3	9	1	5
O=C(c1ccco1)N(Cc1ccco1)c1ccc(O)cc1	1	-2	-4	1	5	3	4	20	2
Cc1ccc(-n2c(-c3cccs3)nc3nc4ccccc4nc32)cc1	-4	0	3	0	x	x	4	x	0
Cc1ccc(C(=O)CN2CCC(NC(=O)C3CCCCC3)CC2)cc1	-1	-2	5	-8	1	-11	-8	-1	1
O=C(NC(NC(=S)Nc1cc(Cl)ccc1Cl)C(Cl)(Cl)Cl)c1ccco1 (centres undefined)	-29	-7	-15	-2	-4	-10	-25	-5	-30
